Pemphigus Ab inh: blocks pemphigus antibody binding to human desmoglein-3. AID 588358. binding (percent of control), % at 10 µM. DSG3-coupled beads, scFv-anti-DSG3-GFP binding, flow cytometry; active compounds read low. P32926. hit rate 0.48% among 310,000;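 active = binding more than 3 SD below its plate's average and above zero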;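 also: hits lower antibody fragment binding to DSG3; some compounds called inactive have numbers as strong as hits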
Target sequence (P32926 whole entry, looked up, the tested form may be a part): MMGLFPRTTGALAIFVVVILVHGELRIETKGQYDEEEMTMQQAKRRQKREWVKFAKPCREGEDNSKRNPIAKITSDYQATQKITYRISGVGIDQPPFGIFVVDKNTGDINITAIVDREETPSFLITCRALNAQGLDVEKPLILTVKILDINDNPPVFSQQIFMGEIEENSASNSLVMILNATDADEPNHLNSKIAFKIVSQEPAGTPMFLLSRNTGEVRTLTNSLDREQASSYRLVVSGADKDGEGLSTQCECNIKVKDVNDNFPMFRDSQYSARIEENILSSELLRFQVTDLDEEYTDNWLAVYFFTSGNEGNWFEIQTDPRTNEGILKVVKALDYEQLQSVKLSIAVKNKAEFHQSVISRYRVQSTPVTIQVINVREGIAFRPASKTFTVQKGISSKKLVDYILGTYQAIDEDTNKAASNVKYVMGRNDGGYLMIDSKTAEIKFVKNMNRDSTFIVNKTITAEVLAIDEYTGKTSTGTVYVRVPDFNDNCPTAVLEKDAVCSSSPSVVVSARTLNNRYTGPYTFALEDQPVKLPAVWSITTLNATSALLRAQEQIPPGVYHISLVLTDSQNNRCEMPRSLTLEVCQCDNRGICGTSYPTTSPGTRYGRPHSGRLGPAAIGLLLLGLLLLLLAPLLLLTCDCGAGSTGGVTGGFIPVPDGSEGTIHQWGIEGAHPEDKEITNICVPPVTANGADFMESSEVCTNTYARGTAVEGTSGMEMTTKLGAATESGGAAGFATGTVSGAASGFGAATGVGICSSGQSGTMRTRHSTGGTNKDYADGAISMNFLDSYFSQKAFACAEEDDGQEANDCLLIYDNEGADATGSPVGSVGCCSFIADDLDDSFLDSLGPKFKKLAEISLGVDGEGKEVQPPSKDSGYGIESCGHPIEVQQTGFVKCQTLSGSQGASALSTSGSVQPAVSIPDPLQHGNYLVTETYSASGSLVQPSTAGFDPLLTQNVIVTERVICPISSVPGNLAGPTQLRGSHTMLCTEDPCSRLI
PfHsp90 set2: inhibits growth of yeast expressing Plasmodium falciparum Hsp90 | hit rate 0.32% among 310,000 | S. cerevisiae expressing PfHsp90, BacTiter-Glo ATP, 48 h; yeast lacking PDR1 and PDR3 efflux regulators | inhibition, % at 9.4 µM;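 active = every replicate shows inhibition above about 80%, whatever the replicate mean, limit read from the data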;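 also: 0% = DMSO neutral controls and 100% = 20 µM radicicol positive controls; yeast relying on Plasmodium falciparum Hsp90 in place of its own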
Ecoli viability: counter-screen for AddAB inhibitors: E. coli growth inhibition; inhibition, % at 11.9 µM; hit rate 0.27% among 330,000; E. coli V3065 growth, OD600 absorbance, 18 h; AID 449728;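 active = inhibition above the campaign's mean inhibition across all tested compounds plus 3 SD, cut at about 9.9% in these data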;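 also: uninfected addAB+ strain grown without phage in ampicillin broth; 0% = DMSO wells and 100% = ciprofloxacin 0.95 µg/ml wells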
phage Ecoli inh: E. coli growth loss with phage present; AID 651602; hit rate 0.26% among 360,000; growth absorbance; inhibition, % at 11.9 µM; in the data active = inhibition above about 11%
PKA-R1A activ: activators of PKA-R1A complex | hit rate 0.083% among 340,000 | AID 504707 | P00514+P68181 | activation, % at 11.4 µM | PKA-R1A dissociation, Cy5-IP20 fluorescence polarization; scaled: DMSO 0%, 113 µM cGMP 100%;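 active = percent activation above the mean of all tested compounds plus 3 SD, cut at about 19% in these data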;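 also: higher means more PKAc released from R1A so a rise in polarization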
MOR-DOR ag: agonists of human mu-delta opioid receptor heterodimerization; cells, OPRM1-OPRD1 heterodimerization, luminescence; hit rate 0.3% among 340,000; activation, % at 9.3 µM; in the data active = activation above about 18%;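 also: 0% = vehicle-treated cells and 100% = reference agonist; values of inactives mirror those of a sister screen read the other way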
HTR5A ag ctr: HTR5A agonism, opioid heterodimer counter-screen; hit rate 0.61% among 340,000; activation, % at 9.3 µM; HTR5A agonist assay, luminescence, cell-based; in the data active = activation mostly above about 9.5%, no sharp cut-off; inactive = mostly below about 7.6%;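 also: 0% = cells with vehicle only and 100% = reference agonist; strong numbers were not always called active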
AddAB inh: less growth of phage-infected E. coli with AddAB | E. coli expressing H. pylori AddAB, absorbance growth | inhibition, % at 11.9 µM | hit rate 0.29% among 330,000; in the data active = inhibition above about 12%;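 also: 0% = vehicle wells of infected cells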
HTR5A inv ag: inverse agonist of human HTR5A in OPRM1-OPRD1 counter-screen | HTR5A cell line, luminescence, inverse agonism | inhibition, % at 9.3 µM | hit rate 0.083% among 340,000 | AID 504634; in the data active = inhibition mostly above about 23%, no sharp cut-off; inactive = mostly below about 18%;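 also: 0% = cells with DMSO and 100% = no-cell wells with DMSO; some compounds called inactive have numbers as strong as hits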
SUMO Mot1 rescue: SUMOylation pathway inhibition by Mot1-301 growth rescue; hit rate 1% among 320,000; AID 2716; S. cerevisiae Mot1-301 growth rescue, ATP luminescence, 38.5C; percent above DMSO median, 100 means doubled; growth rescue, % at 18.8 µM;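 active = every valid replicate shows activation above 250% relative to neutral control wells; inactive = the rest, any valid replicate at or below 250%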;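 also: OY570 slx delta 5 strain wells were the positive control but not used for scaling; some compounds called inactive have numbers as strong as hits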
MOR-DOR inv ag: inverse agonists of human mu-delta opioid receptor heterodimerization; P35372+P41143; cell-based MOR-DOR heterodimer luminescence, inverse agonism; inhibition, % at 9.3 µM; hit rate 0.21% among 340,000; AID 504357; in the data active = inhibition above about 22%, passing the limit was not always enough;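 also: 0% = cells with DMSO and 100% = wells without cells with DMSO; values of inactives mirror those of a sister screen read the other way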
* hit, by the source's call; / = not tested or not shown.

SMILES	Pemphigus Ab inh	PfHsp90 set2	Ecoli viability	phage Ecoli inh	PKA-R1A activ	MOR-DOR ag	HTR5A ag ctr	AddAB inh	HTR5A inv ag	SUMO Mot1 rescue	MOR-DOR inv ag
Cc1nn(C)c(C)c1CCC(=O)N1CCCC(Nc2ccc(C(C)C)cc2)C1 (centres undefined)	/	-10	-1.4	4.0	2	-1.5	6	2.0	-1	-5	8
O=C(CN1C(=O)NC2(CCCCC2)C1=O)Nc1ccc2[nH]c(=O)[nH]c2c1	95	5	1.8	-2.4	-5	1.1	-2	2.2	6	1	-5
CCOC(=O)c1ccc(NC(=O)CSc2nnc(CNC(=O)c3ccccc3F)o2)cc1	103	-16	0.7	1.9	0	1.1	-1	3.4	-25	-2	-6
Cc1ccc(C)c(S(=O)(=O)N2CCN(Cc3ccc(O)c4ncccc34)CC2)c1	81	-53	16*	17*	-12	0.1	-2	17*	4	-18	-1
COc1ccc(CNCc2cc3c(C(C)(C)C)nn(-c4ccccc4)c3[nH]c2=O)cc1	120	37	0.7	2.8	-9	8.8	9	3.5	-23	-2	-52
N#Cc1c(C(F)(F)F)cc(-c2ccco2)nc1SCc1ccccn1	107	9	0.1	-4.2	0	0.8	-6	-0.9	15	77	-5
O=C(Nc1ccc2nsnc2c1)c1cccs1	97	9	3.1	-1.1	-1	-1.1	3	3.9	-1	153	6
O=C1CN(c2ccc(F)cc2)C(=S)N1c1ccccc1	99	-12	0.5	1.3	-4	-0.8	0	-0.3	-1	318	4
Cc1ccc(-n2[nH]c(C)c(C=NC34CN5CN(CN(C5)C3)C4)c2=O)cc1C	105	10	1.5	1.4	-13	-3.5	0	5.5	-12	-14	15
CCOc1ccc(-c2cc(C(=O)NCC3CCCO3)c3ccccc3n2)cc1 (centres undefined)	101	-13	-1.5	2.6	-2	-2.1	4	1.5	-11	352*	13
COc1ccc(OC)c(Nc2nc(-c3ccncc3)nc3ccccc23)c1	17	18	/	0.9	4	1.2	0	/	0	-19	-5
O=C(N/N=C/c1ccncc1)c1nn(Cc2ccccc2)c(=O)c2ccccc12	109	32	-1.7	0.0	-5	0.5	1	-1.5	23	10	-2
O=C(CSc1nnc2ccccn12)NNC(=O)c1ccc(F)cc1	111	/	-0.5	-1.1	-2	-2.1	4	-1.1	8	-25	10
Cc1ccc(-n2c(SCC(=O)N3CCN(c4ccccn4)CC3)nnc2N2CCCC2)cc1	109	-4	0.7	1.4	3	-4.4	-2	1.1	6	12	17
O=C1OCCC1Sc1nnc(-c2ccccc2Cl)n1Cc1ccccc1 (centres undefined)	97	19	0.3	3.4	-1	1.7	7	3.2	-20	-1	-10
O=C(Nc1nc2ccccc2[nH]1)c1cc(F)cc(F)c1	/	-6	-3.8	-1.4	6	-1.0	4	-5.5	-12	12	5
COc1cccc(CC2(CO)CCCN(Cc3ccc(CN4CCCCC4)s3)C2)c1 (centres undefined)	108	14	0.9	6.1	-10	1.2	0	3.0	10	-21	-9
O=C(CN1CCCC1)NCc1ccccc1	102	4	1.5	4.5	-3	-2.9	2	0.2	-7	21	14
CS(=O)(=O)N1CCCC(C(=O)Nc2ccc(F)cc2)C1 (centres undefined)	109	-13	1.0	0.2	-6	-2.0	-1	-1.1	-4	33	10
CN1CCC(C2(O)c3ccccc3CCc3ccccc32)CC1	90	-37	2.0	4.8	4	-2.1	1	-0.7	7	-1	11
Cc1csc(SCC(=O)N2CCN(S(=O)(=O)c3ccccc3)CC2)n1	94	6	-0.7	1.9	-15	-0.8	6	0.4	-22	14	5
O=C(c1cc(=O)[nH]c2ccccc12)N(Cc1nnc(-c2ccccc2Cl)o1)C1CC1	108	1	1.6	2.6	6	-0.3	3	0.0	-8	68	2
N#Cc1ccc(OCC(=O)N/N=C2\CCc3ccccc32)cc1	93	-26	2.6	1.9	2	1.2	-2	0.1	10	3	-7
O=S(=O)(Cc1cnc(Cl)s1)c1ccccc1	107	1	0.6	2.8	8	-2.5	3	2.6	10	1	14
O=S(=O)(NCc1cn2ccsc2n1)c1ccc2c(c1)OCCO2	99	15	-0.4	2.7	5	-1.1	-3	-1.9	21	/	6
O=C(Nc1cccc(Cl)c1)c1ccc2ncsc2c1	97	13	-0.5	2.1	5	-0.1	5	-0.2	-20	1	1
CCOC(=O)N1CCN(C(=O)c2ccc3c(=O)n(-c4cc(OC)ccc4OC)c(=S)[nH]c3c2)CC1	119	/	2.2	4.0	-2	-1.5	2	-0.9	-5	-6	7
O=C(NCCCN1CCOCC1)c1ccc(CSc2ccc(Cl)cc2)cc1	109	14	-0.2	3.4	0	1.8	8	-0.1	-23	14	-9
[O-][n+]1cccc2cccc(O)c21	97	10	/	1.6	0	0.5	-2	/	8	/	-2
CCCc1ccc(-c2cc(NC(=O)CSc3nnc(N)s3)n(-c3ccccc3)n2)cc1	95	39	-1.6	1.1	-12	0.1	1	0.3	-2	-11	-1
O=C(Nc1ccccc1N1CCCCC1)c1ccc(F)c(S(=O)(=O)N2CCOCC2)c1	/	-20	0.5	3.2	-5	1.2	1	-0.2	-2	0	-6
NS(=O)(=O)c1ccc(NC(=S)Nc2ccc(S(=O)(=O)N3CCCC3)cc2)cc1	102	-4	-1.5	4.2	5	-3.5	1	-1.0	3	-2	17
C=C(c1ccc2nc(NC(=O)OC)[nH]c2c1)c1cccs1	88	-44	/	-0.8	6	-0.6	4	/	-17	/	3
COc1ccc(C)cc1NC(=O)c1ccc2c(c1)OCO2	102	3	-0.9	1.2	-3	-3.5	0	1.5	-1	680	17
Cc1noc(C)c1S(=O)(=O)N1CCCC1C(=O)O (centres undefined)	118	8	1.1	0.6	8	1.1	-2	2.1	-8	13	-9
COc1ccc(C2(C(N)=O)CCCCC2)cc1OC	79	30	3.5	2.7	-8	-0.8	12	0.5	-31	-13	4

phage Ecoli inh, what is marked active above.
compound | Pemphigus Ab inh | PfHsp90 set2 | phage Ecoli inh | PKA-R1A activ | MOR-DOR ag | AddAB inh | SUMO Mot1 rescue | MOR-DOR inv ag
Cc1ccc(C)c(S(=O)(=O)N2CCN(Cc3ccc(O)c4ncccc34)CC2)c1 | 81 | -53 | 17* | -12 | 0.1 | 17* | -18 | -1

Continued.
SMILES	Pemphigus Ab inh	PfHsp90 set2	Ecoli viability	phage Ecoli inh	PKA-R1A activ	MOR-DOR ag	HTR5A ag ctr	AddAB inh	HTR5A inv ag	SUMO Mot1 rescue	MOR-DOR inv ag
CC(OC(=O)CN1C(=O)c2ccccc2C1=O)C(=O)c1ccccc1 (centres undefined)	97	-20	-0.7	3.2	-8	-2.2	-3	0.3	7	-6	10
COc1ccc(C(=O)NC2(C(F)(F)F)NC(=O)N(CCCc3ccccc3)C2=O)c(OC)c1OC (centres undefined)	113	8	-3.4	2.0	-3	1.3	-5	1.8	13	-2	-7
O=C(c1ccc(COc2ccccc2Br)cc1)N1CCCCC1	/	/	-0.2	3.8	-10	-0.3	-5	4.3	10	4	2
COc1ccc(N2CCN(C(=O)c3cn(C4CCCC4)c(=O)c4c3c3ccccc3n4C)CC2)cc1	91	8	0.2	1.4	0	-3.0	2	-0.5	-22	202	18
CCN1CCc2c(sc(NC(=O)c3ccc(S(=O)(=O)N(C)CC4CCCO4)cc3)c2C(N)=O)C1 (centres undefined)	105	11	-2.0	-2.8	5	-4.3	-1	-2.1	2	-23	22
CC(=O)N1c2ccc(S(=O)(=O)N3CCCC3C(=O)NCc3ccc(Cl)cc3)cc2CC1C (centres undefined)	114	-15	-1.4	1.8	-4	-2.5	-5	8.7	13	6	13
O=c1cc(O)c2sc3nc(-c4cccnc4)cc(C(F)(F)F)c3c2[nH]1	/	-6	1.9	4.9	7	-1.6	0	1.0	1	58	8
Cn1c2ccc(F)cc2c2nnc(SCCN3CCOCC3)nc21	94	-2	/	3.8	6	-1.2	0	/	-1	/	7
COc1cccc(NC(=O)CN(C)C(=O)Cc2cccc3ccccc23)c1	97	-42	-0.5	1.2	-3	-2.6	-1	0.2	19	23	10
CCOc1ccc(C(=O)NC(=S)Nc2cccnc2)cc1[N+](=O)[O-]	104	-3	-4.5	5.2	6	-2.2	1	2.0	-2	-9	13
CC(C)CC1CC(C)(c2csc(NNC(=O)c3ccccc3)n2)OC1=O (centres undefined)	99	5	-1.9	-8.4	-5	2.5	4	2.7	-12	12	-12
Cc1cc(Br)c(NC(=O)COC(=O)CC2CC3CCC2C3)c(Br)c1 (centres undefined)	113	-14	0.1	1.6	-3	4.6	4	-2.7	-16	52	-24

Individual results from the results shown.
Entry of Cn1c2ccc(F)cc2c2nnc(SCCN3CCOCC3)nc21 in HTR5A ag ctr: 0
Entry of COc1ccc(N2CCN(C(=O)c3cn(C4CCCC4)c(=O)c4c3c3ccccc3n4C)CC2)cc1 in HTR5A inv ag: -22
Entry of CCOc1ccc(C(=O)NC(=S)Nc2cccnc2)cc1[N+](=O)[O-] in HTR5A ag ctr: 1
Entry of O=C(c1ccc(COc2ccccc2Br)cc1)N1CCCCC1 in Ecoli viability: -0.2

(more compounds)
SMILES	Pemphigus Ab inh	PfHsp90 set2	Ecoli viability	phage Ecoli inh	PKA-R1A activ	MOR-DOR ag	HTR5A ag ctr	AddAB inh	HTR5A inv ag	SUMO Mot1 rescue	MOR-DOR inv ag
Cc1cc(C(=O)CSc2nnc(-c3ccccc3)n2C)c(C)n1C	107	/	-1.1	2.6	-8	-1.3	-4	-1.4	-8	-16	6
Cc1cc(C)c2c(n1)nn1c(NCCN3CCOCC3)cc(C)nc21	104	/	-0.4	0.9	11	-2.4	-4	1.2	10	189	11
Cc1cc(Nc2cnc3ccccc3n2)n(-c2ccccc2)n1	104	5	0.1	-1.3	-3	2.4	1	1.0	-1	-7	-13
COC1CCC2(C)C(=CCC3C4CC(O)CC4(C)CCC32)C1 (centres undefined)	98	/	/	1.1	-14	1.2	3	/	-12	/	-6
COc1ccc(Cn2cc(F)c(=O)n(C)c2=O)cc1[N+](=O)[O-]	/	-9	-0.4	1.1	-5	-1.8	-5	-0.2	4	31	9
CN(c1ccccc1)S(=O)(=O)c1ccc(C(=O)NCCc2ccccc2)cc1	105	7	-0.8	1.8	9	-1.1	-7	3.7	18	-7	6
NC(CC(=O)O)c1ccc(F)cc1 (centres undefined)	87	-12	2.8	3.1	6	-1.8	1	1.9	14	76	9
Cn1nccc1C(=O)NC1CCCc2c1cnn2-c1ccc(F)cc1F (centres undefined)	/	8	1.3	3.8	4	-0.6	6	-1.2	-23	19	3

Part of the list above in order of SMILES length, smallest number first:
SMILES	Pemphigus Ab inh	PfHsp90 set2	Ecoli viability	phage Ecoli inh	PKA-R1A activ	MOR-DOR ag	HTR5A ag ctr	AddAB inh	HTR5A inv ag	SUMO Mot1 rescue	MOR-DOR inv ag
O=C1CN(c2ccc(F)cc2)C(=S)N1c1ccccc1	99	-12	0.5	1.3	-4	-0.8	0	-0.3	-1	318	4
COc1cccc(NC(=O)CN(C)C(=O)Cc2cccc3ccccc23)c1	97	-42	-0.5	1.2	-3	-2.6	-1	0.2	19	23	10
COc1ccc(Cn2cc(F)c(=O)n(C)c2=O)cc1[N+](=O)[O-]	/	-9	-0.4	1.1	-5	-1.8	-5	-0.2	4	31	9

From PubChem BioAssay
